GSK3 alpha inh: human GSK-3 alpha kinase inhibition; P49840; inhibition, % at 10 µM; 320,000 tested, 0.1% active; AID 2650; ADP-Glo luminescence, 60 min;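 in the data active = inhibition above about 50%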;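 note: GST-tagged GSK-3 alpha with peptide substrate and 25 µM ATP; 0% = DMSO neutral wells and 100% = GW8510 positive control wells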
Target sequence (P49840 whole entry, looked up): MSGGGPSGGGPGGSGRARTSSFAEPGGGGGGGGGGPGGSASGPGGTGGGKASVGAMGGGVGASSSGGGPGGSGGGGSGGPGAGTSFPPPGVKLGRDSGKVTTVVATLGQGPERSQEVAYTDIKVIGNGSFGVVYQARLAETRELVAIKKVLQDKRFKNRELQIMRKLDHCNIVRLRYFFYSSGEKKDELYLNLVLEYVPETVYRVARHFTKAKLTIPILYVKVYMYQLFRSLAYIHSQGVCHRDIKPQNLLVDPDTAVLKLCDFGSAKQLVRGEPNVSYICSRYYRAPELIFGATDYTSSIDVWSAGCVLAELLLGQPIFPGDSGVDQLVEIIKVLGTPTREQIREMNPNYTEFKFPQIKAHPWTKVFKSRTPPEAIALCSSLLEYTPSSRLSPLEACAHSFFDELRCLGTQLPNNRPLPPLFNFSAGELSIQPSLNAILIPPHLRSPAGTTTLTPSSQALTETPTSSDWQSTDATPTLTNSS
aSyn 5UTR inh: MLPCN primary screen, SNCA 5' untranslated region | alpha-synuclein 5'UTR reporter, inhibitor activity | 300,000 tested, 0.82% active | inhibition, % (tested at 7.5 µM); in the data active = inhibition above about 60%;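 note: H4 neuroglioblastoma cells stably carrying SNCA 5'UTR luciferase fusion; 0% = DMSO wells and 100% = positive control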
KLF5 inh: inhibitors of KLF5 expression. DLD-1 KLF5 promoter-luciferase reporter, luminescence. inhibition, % at 5 µM. 290,000 tested, 0.23% active;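 active = inhibition above a per-plate limit of that plate's mean compound inhibition plus 3 SD, cut at about 60% in these data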;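 note: 0% = DMSO wells and 100% = LY294002 at 200 µM; higher means less KLF5 promoter-driven luciferase light; inactives centre near -14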
HSF1 inh: HSF1 inhibition; activity change, negative = inhibition, % at 7.5 µM (by protocol); 300,000 tested, 0.77% active; AID 2098; NIH3T3-HGL HSE-luciferase, MG132-induced, luminescence 8 h; stronger effect = lower value;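 active = more than half of replicate wells show activity change below -50%, luminescence cut by over half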;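 note: luciferase reports HSF-1 transcriptional activity via heat shock element; 0% = median of DMSO wells and -100% = zero luminescence signal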
HSF-1 act: increases HSF-1 driven luciferase reporter signal; NIH3T3-HGL HSF-1 luciferase reporter, MG132, 8 h; 100% = twice DMSO control signal; activation, % at 9 µM; 300,000 tested, 1.7% active; AID 504408;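 active = mean replicate activation of at least 50% with a set share of replicates each reaching 50%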;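 note: 0% = median of the neutral control wells and 100% = twice that signal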
IEC-6 tox: kills IEC-6 intestinal cells in KLF5 counter-screen; 290,000 tested, 0.78% active; inhibition, % at 5 µM; IEC-6 cytotoxicity, luminescence viability; AID 1825; in the data active = inhibition above about 22%;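 note: 0% = plate median of test compound wells and 100% = cytotoxic reference compound wells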
HSP90 refold inh: inhibitors of HSP90 luciferase refolding in rabbit reticulocyte lysate; luciferase refolding luminescence, 3 h; inhibition, % at 5.6 µM; 290,000 tested, 0.91% active;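 active = inhibition above the screen-wide mean plus 3 SD, computed separately per campaign, cut at about 16% in these data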;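 note: 0% = DMSO wells and 100% = 60 µM geldanamycin wells; inhibitors lower the luminescence because luciferase stays unfolded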
AI-2 QS modul: Vibrio harveyi AI-2 quorum sensing modulation. AID 2094. 300,000 tested, 0.4% active. activity change, % at 7.5 µM. Vibrio harveyi JMH597 AI-2 luminescence/OD600 ratio, 9 h; stronger effect = lower value; strain lacks LuxN and CqsS sensors; 0 = neutral-control median; in the data active = activity change below about -75%, passing the limit was not always enough;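 note: luminescence divided by OD600 gain over 9 h not by final OD600 alone; inactives centre near 13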
HIF act: HIF pathway transcriptional activation; U2OS HRE-luciferase reporter, luminescence; normalized: DMSO 0%, desferrioxamine 100%; activation, % at 7.5 µM (by protocol); 300,000 tested, 0.32% active; AID 1910;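 active = mean activation of at least 10% of the iron chelator positive control signal, with at least half of replicates also reaching 10%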
GSK3beta inhib: blocks human GSK3beta kinase activity; 300,000 tested, 0.038% active; P49841; activity score (negative = inhibition), % at 10 µM; GST-GSK3beta kinase, ADP-Glo luminescence, 60 min; stronger effect = lower value;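 active = more than half of replicate wells score below -50%, meaning over 50% inhibition versus plate controls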;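 note: 0% = median DMSO wells and -100% = median GW8510 positive control wells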
Target sequence (P49841 whole entry, looked up): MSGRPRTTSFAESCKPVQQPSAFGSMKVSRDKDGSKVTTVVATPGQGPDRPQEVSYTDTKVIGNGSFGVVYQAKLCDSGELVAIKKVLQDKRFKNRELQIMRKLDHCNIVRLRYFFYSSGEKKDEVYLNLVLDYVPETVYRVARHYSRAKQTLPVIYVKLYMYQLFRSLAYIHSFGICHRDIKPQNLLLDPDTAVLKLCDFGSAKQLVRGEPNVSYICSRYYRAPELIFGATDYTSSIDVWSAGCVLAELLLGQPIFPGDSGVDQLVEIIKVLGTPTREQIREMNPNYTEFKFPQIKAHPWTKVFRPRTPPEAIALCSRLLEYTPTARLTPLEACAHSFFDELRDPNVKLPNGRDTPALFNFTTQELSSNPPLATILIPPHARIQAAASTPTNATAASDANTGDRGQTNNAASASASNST
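Assay system: GST-fused GSK3beta enzyme, cell-free / Medium: Tris pH 7.5 buffer with MgCl2, DTT, BSA, heparin / Also added: peptide substrate plus 25 µM ATP (final) / Compound: 10 µM single point / Timing: kinase reaction with compound 60 min at room temperature / Detection: ADP-Glo luminescence / Benchmarks: DMSO neutral wells and GW8510 at 20 µM as positive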
* marks the source's active call; other numbers are inactive results; nt = not tested or not shown. Rows were taken by chance; overall some 4.7% were active at least once.

SMILES	GSK3 alpha inh	aSyn 5UTR inh	KLF5 inh	HSF1 inh	HSF-1 act	IEC-6 tox	HSP90 refold inh	AI-2 QS modul	HIF act	GSK3beta inhib
COc1ccccc1C(=O)NCCC(=O)NCC(c1ccccc1OC)N1CCCC1 (stereo unspecified)	2	0	nt	-4	-3	nt	nt	26	0.2	-2
COc1ccc(CCNC(=O)c2ccccc2SC)cc1	-3	-1	-5	-1	-9	-1	0	9	0.1	4
CC12CCC(=O)N1C(C(=O)NCc1ccccc1Cl)CS2 (stereo unspecified)	0	3	nt	-2	0	nt	nt	-8	-0.1	-2
COc1cc(/C=N/NC(=O)CCNC(=O)c2ccccc2Cl)ccc1O	-3	20	-52	-7	-5	-2	-2	11	0.0	-1
Cc1ccc(C(=O)c2ccc(N3CCOCC3)c(F)c2)cc1	-2	-109	-34	21	24	9	-3	15	1.2	6
O=C1c2ccccc2S(=O)(=O)c2cc(C(=O)N3CCN(c4c(Cl)cncc4Cl)CC3)ccc21	1	40	nt	-2	-3	nt	nt	4	-0.2	-1
COc1ccc(/C=C(\NC(=O)c2ccc(C)cc2)C(=O)NCCN2CCOCC2)cc1	-1	-15	-7	-3	13	3	-3	14	-0.7	-1
O=C(Nc1ccc2[nH]ncc2c1)c1ccc(F)cc1	1	-90	-29	4	13	3	11	0	0.4	2
CCc1nnc(SCc2ccc([N+](=O)[O-])cc2)nc1CC	2	20	nt	6	19	nt	nt	14	-2.7	-1
CCn1c(NC(=O)c2ccccc2)c(-c2cccs2)c(=O)c2ccccc21	-3	-6	-19	-3	8	2	4	8	-0.4	-4
Cc1cc(NC(=O)Cn2cnc3c2c(=O)n(C)c(=O)n3C)n(-c2ccccc2)n1	6	18	8	-2	17	4	1	25	-0.1	2
CN(C)c1ccc(Nc2nc(N)c([N+](=O)[O-])c(N3CCOCC3)n2)cc1	18	18	-29	-7	-15	0	1	29	0.0	-1
CC(C)Cn1c(=O)c(C(=O)N/N=C/c2cccc(F)c2)c(O)c2ccccc21	0	31	-4	-2	10	-4	1	4	-0.1	-2
FC(F)(F)c1nc(-c2ccccc2)ncc1-c1nnnn1-c1ccccc1	-1	3	-8	0	-11	-3	-3	6	0.0	-1
Cc1cc(C)c2c(C)c(C(=O)Nc3c(C)n(C)n(-c4ccccc4)c3=O)oc2c1	0	28	11	2	3	20	4	6	1.7	0
CCC1(C)Cc2nc(Cl)c(C#N)cc2CO1 (stereo unspecified)	-3	25	-19	-1	10	4	-2	9	-0.3	1
COc1ccc(Cl)cc1NC(=O)c1[nH]c(C)c(C(C)=O)c1C	-1	4	-13	-10	-15	1	-7	11	1.2	1
O=C(CSc1ccc2c(c1)OCCO2)Nc1ccc(Br)cc1	-3	-14	-9	6	12	1	-3	-50	-1.0	-3
Cc1cccc(C2=NC(C(F)(F)F)(C(F)(F)F)c3c(n(-c4ccc(F)cc4)c(=O)[nH]c3=O)N2)c1	-2	11	-13	-3	-16	-2	-4	12	-1.0	0
CC(C)OCCCn1c(=S)[nH]c2ncccc2c1=O	-3	13	-13	-8	-5	3	-3	18	-0.1	-1
O=C(CN1C(=O)c2ccccc2S1(=O)=O)N1CCN(Cc2ccc3c(c2)OCO3)CC1	1	11	-12	-3	-23	2	1	-2	2.0	3
O=C(NC(=S)Nc1cccc([N+](=O)[O-])c1)C1CCCCC1	-3	-21	-45	11	6	-24	1	-13	0.9	3
Cn1nnnc1SCC(=O)c1ccc(Br)s1	-2	-34	-14	1	25	0	-3	45	0.4	2
C/C=C/C(=O)Nc1nnc(-c2ccccc2C)s1	nt	-18	-81	-28	-39	-6	-4	19	0.0	6
CCOc1ccc(-n2ccc(=O)c(C(=O)Nc3ccc(S(=O)(=O)Nc4ncccn4)cc3)n2)cc1	-1	0	-5	-14	-10	4	-1	18	-0.7	1
SMILES	GSK3 alpha inh	aSyn 5UTR inh	KLF5 inh	HSF1 inh	HSF-1 act	IEC-6 tox	HSP90 refold inh	AI-2 QS modul	HIF act	GSK3beta inhib
O=[N+]([O-])c1ccc2nc(SCc3cn4cc(Cl)ccc4n3)[nH]c2c1	-1	-55	-15	10	13	-3	-1	-35	0.8	-2
CCn1c(SCC(=O)N/N=C/C(C)=C/c2ccco2)nnc1-c1ccccc1	1	-41	-11	-2	0	3	0	23	-0.1	1
CC(=O)N(C)N1c2ccccc2CCc2ccccc21	-3	24	-17	1	-7	2	2	10	-0.8	2
O=c1c(Cl)c(N2CCN(c3ccc(F)cc3)CC2)cnn1-c1nc2ccccc2s1	3	-112	-33	11	39	-1	0	15	2.6	1
Cc1ccccc1NC(=O)CSC(N)=O	1	-13	2	3	6	-4	3	26	-0.2	3
CC1CCN(CC(=O)Nc2ccccc2C(=O)c2ccccc2)CC1	nt	-2	-64	0	10	-2	-3	22	0.1	-3
CCN(CC(=O)NCc1cccs1)C(=O)c1ccc(S(=O)(=O)N(C)C)cc1	1	6	0	-1	-6	2	-1	17	-1.1	2
CN(C)S(=O)(=O)c1ccc(NC(=O)c2cccnc2)cc1	-3	1	-32	-9	-13	-4	4	29	-0.3	2
CC(C)OC(=O)c1cc2c(ccn2C)n1CC(=O)N1CCC(Cc2ccccc2)CC1	-2	-5	5	3	-9	40*	8	14	-0.3	1
Cc1ccc(Cl)cc1N1CCN(C(=O)C2CCCN(S(=O)(=O)c3cnc[nH]3)C2)CC1 (stereo unspecified)	-1	4	13	2	-2	7	-2	23	-0.8	3
N/C(=N\OC(=O)CCCN1C(=O)c2ccccc2C1=O)c1ccc(Cl)cc1	-2	-7	-7	-4	-3	-7	-6	23	-1.5	1
COc1ccc(NC(=O)CSc2nnc3c4c(nc(-c5ccccc5)n23)CC(C)(C)OC4)cc1	-1	0	-6	-4	-2	-4	-2	5	0.0	0
Cc1ccc(S(=O)(=O)NC(=O)Nc2ccc(Cl)cn2)cc1	-2	-6	12	-5	6	-2	0	28	nt	2
CC(C)(C)NC(=O)C(=O)NNC(=O)c1ccccc1Br	-2	-24	2	5	-4	8	1	55	-0.3	3
O=C(CC1NC(=O)NC1=O)NC1(C(=O)NC2CCCCC2)CCCCC1 (stereo unspecified)	-2	-13	-12	-1	4	8	8	21	0.9	0
O=C(N1CCOCC1)C1(c2ccccc2)CCCCC1	-1	3	-41	6	1	0	-3	36	-0.4	1
O=C(NC1CCCCC1)c1cc2cc(Br)ccc2o1	-1	-138	-120	49	68*	3	-6	26	6.2	2
CCN(CC)c1ccc(N=Cc2c(C)[nH]c3ccccc23)cc1	8	63*	-33	-5	4	1	5	31	-0.4	-1
Cc1ccc(-c2csc3ncnc(-n4nnc5ccccc54)c23)cc1C	0	49	-1	-8	6	4	3	25	0.0	2
COc1ccc2c(c1)CCN=C2Cc1ccc(OC)c(OC)c1	-3	14	-28	-4	-8	-5	-4	14	0.3	-6
COC(=O)Nc1nnc(Cc2ccccc2)s1	0	2	15	4	-11	5	2	21	-0.6	-23
CCc1nnc(NC(=O)CSc2nc(-c3ccccc3)c(-c3ccccc3)o2)s1	3	-13	-41	-29	-42	-15	-4	6	0.4	1
CCN(CC)S(=O)(=O)c1cccc(-c2nnc(SCC(=O)N3CCC(C(=O)O)CC3)n2N)c1	0	-17	-7	-2	-9	-5	-3	28	-0.5	-1
COc1ccc(-n2c(NN)nc3sc4c(c3c2=O)CCCC4)cc1	5	3	-24	-8	2	4	0	21	4.1	-1
CN(CCOc1ccccc1)C(=O)C1CCC(=O)N(CCCN2CCCC2=O)C1 (stereo unspecified)	-1	-1	-34	1	0	2	-1	20	-0.2	-1
CC(C)C[C@H](NC(=O)c1nc[nH]c1C(=O)NCC(=O)OCc1ccccc1)C(=O)OC(C)(C)C	1	-5	-35	0	5	3	-1	6	-0.5	3
Cc1ccccc1-n1ncc2c(SCC(=O)NCc3cccs3)ncnc21	0	-114	-37	4	-3	3	-2	5	3.5	1
COc1ccc(-c2csc(N3N=C(C)C(C)C3=O)n2)cc1 (stereo unspecified)	0	-87	-28	5	10	6	2	14	3.0	-1
CCOC(=O)c1cnc2c(-c3cccc(Br)c3)cnn2c1C	-2	-127	0	1	14	-3	2	8	4.0	4
O=[N+]([O-])c1cc(C(F)(F)F)ccc1NCC1CCCO1 (stereo unspecified)	1	-6	-44	-7	8	-2	2	0	3.6	-1

Single records, from the list above. Order of values: GSK3 alpha inh | aSyn 5UTR inh | KLF5 inh | HSF1 inh | HSF-1 act | IEC-6 tox | HSP90 refold inh | AI-2 QS modul | HIF act | GSK3beta inhib
`COc1ccccc1C(=O)NCCC(=O)NCC(c1ccccc1OC)N1CCCC1` (stereo unspecified) across the screens: 2 | 0 | nt | -4 | -3 | nt | nt | 26 | 0.2 | -2
`COc1ccc(/C=C(\NC(=O)c2ccc(C)cc2)C(=O)NCCN2CCOCC2)cc1` across the screens: -1 | -15 | -7 | -3 | 13 | 3 | -3 | 14 | -0.7 | -1
`Cc1ccc(S(=O)(=O)NC(=O)Nc2ccc(Cl)cn2)cc1` across the screens: -2 | -6 | 12 | -5 | 6 | -2 | 0 | 28 | nt | 2
`CC12CCC(=O)N1C(C(=O)NCc1ccccc1Cl)CS2` (stereo unspecified) across the screens: 0 | 3 | nt | -2 | 0 | nt | nt | -8 | -0.1 | -2
`CC(C)C[C@H](NC(=O)c1nc[nH]c1C(=O)NCC(=O)OCc1ccccc1)C(=O)OC(C)(C)C` across the screens: 1 | -5 | -35 | 0 | 5 | 3 | -1 | 6 | -0.5 | 3
